MEKK2mut PB1 HTS = signal of MEK5 binding to mutant human MEKK2 PB1 domain | bead flow cytometry, Alexa488-MEK5 binding to MEKK2 mutant | percent response, % at 10 µM | 0.35% of 290,000 active; in the data active = percent response above about 24%, passing the limit was not always enough; note: inactives centre near 1; some results filed as inactive read as strong as hits; reference of the scale not given here
MEKK3 PB1 HTS = raises or lowers MEK5 binding to the human MEKK3 PB1 domain; Q99759; 1.4% of 290,000 active; binding response (% of control), % at 10 µM; bead-based flow cytometry, Alexa488-MEK5 binding to MEKK3; actives lie on both sides; 0 = blocked by unlabeled MEK5, 100 = vehicle;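 active = binding response more than 3 SD above or below the average of its plate-row segment, actives on both sides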;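 note: Alexa488 bead fluorescence after subtracting the streptavidin-only scavenger bead signal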
Target sequence (Q99759 whole entry, looked up, the tested form may be a part): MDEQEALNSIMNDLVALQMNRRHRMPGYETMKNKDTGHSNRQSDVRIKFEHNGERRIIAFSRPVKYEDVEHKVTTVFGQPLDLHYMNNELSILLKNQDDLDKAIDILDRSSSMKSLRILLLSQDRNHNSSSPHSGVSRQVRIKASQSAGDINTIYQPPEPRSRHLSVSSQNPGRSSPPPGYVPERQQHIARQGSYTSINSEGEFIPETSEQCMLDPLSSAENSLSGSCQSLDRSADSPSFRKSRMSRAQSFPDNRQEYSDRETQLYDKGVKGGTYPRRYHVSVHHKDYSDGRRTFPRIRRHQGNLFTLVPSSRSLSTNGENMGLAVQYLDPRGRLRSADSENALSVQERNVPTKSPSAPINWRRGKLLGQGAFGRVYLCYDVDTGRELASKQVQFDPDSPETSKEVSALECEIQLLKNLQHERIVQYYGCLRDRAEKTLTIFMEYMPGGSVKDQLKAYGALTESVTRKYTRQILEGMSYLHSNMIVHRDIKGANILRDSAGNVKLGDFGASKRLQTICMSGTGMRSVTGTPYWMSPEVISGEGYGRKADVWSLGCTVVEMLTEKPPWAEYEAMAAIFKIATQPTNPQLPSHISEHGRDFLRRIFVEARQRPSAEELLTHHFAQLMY
MEKK2 WT-MEK5 = raises or lowers MEK5 binding to wildtype human MEKK2 PB1 domain; binding response (% of control), % at 10 µM; AID 1531; Q9Y2U5; 1.1% of 290,000 active; bead flow cytometry, Alexa488-MEK5 binding to MEKK2 WT; actives lie on both sides; in the data active = binding response below about 67% or above about 130%
NS3 helicase inh = HCV NS3 helicase inhibition. 0.56% of 290,000 active. inhibition, % at 10.9 µM. NS3 helicase DNA unwinding, Cy5 molecular beacon fluorescence. AID 1800;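 active = inhibition above the mean of all tested compounds plus 3 SD, set per campaign, cut at about 35% in these data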;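 note: 0% = DMSO wells and 100% = thioflavine S control wells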
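Assay system – hepatitis C virus NS3 helicase domain fragment enzyme · Buffer or medium – MOPS pH 6.5, MgCl2, DTT, Tween20, BSA · Reagent – Cy5/quencher beacon DNA duplex and ATP to start · Compound – single 10.9 µM dose · Timing – 1 h at 25 °C · Technique – Cy5 beacon fluorescence read at start and 1 h · Measure – % inhibition of unwinding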
FID counter = displaces DNA intercalator in HCV helicase counter-screen. DNA fluorescent intercalator displacement, fluorescence. inhibition, % at 7.9 µM. 0.17% of 290,000 active; in the data active = inhibition above about 37%;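 note: 0% = vehicle and 100% = reference compound; higher means more ethidium bromide displaced from hairpin DNA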
CRFR2-BP ag = agonists of human CRF-binding protein/CRF-R2 receptor complex; HEK293 CRF-R2/CRF-BP, calcium dye fluorescence (FLIPR); percent of saturating CRF peptide response; activation, % at 13.2 µM; 0.46% of 350,000 active; AID 588473;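 active = activation of at least 50%, plus an integration ratio under a set limit after plate pattern correction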;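 note: plate controls were neutral control wells without compound for no effect and CRF at EC100 for full effect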
GalR3 antag = antagonists of human GalR3. HEK293 GalR3-CNG cAMP membrane potential fluorescence; galR3 body fused to GalR1 C-terminus. AID 651719. 0.44% of 360,000 active. O60755. inhibition, % at 3 µM;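 active = inhibition above the screen-wide average plus 3 SD, cut at about 13% in these data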;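 note: forskolin and galanin both at EC90 stimulate the cells; cAMP rise reported by CNG channel membrane potential dye signal; 0% = forskolin plus galanin with DMSO and 100% = forskolin alone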
Target sequence (O60755 1-299 limits assumed): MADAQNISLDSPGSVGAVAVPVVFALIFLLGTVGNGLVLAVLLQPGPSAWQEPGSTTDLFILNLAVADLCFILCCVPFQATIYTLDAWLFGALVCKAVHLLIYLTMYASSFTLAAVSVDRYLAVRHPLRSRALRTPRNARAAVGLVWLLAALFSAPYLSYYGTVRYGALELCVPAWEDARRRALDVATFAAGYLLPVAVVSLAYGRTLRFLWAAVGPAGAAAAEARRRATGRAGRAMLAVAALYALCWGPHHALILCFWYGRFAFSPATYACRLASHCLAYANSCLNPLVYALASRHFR
UBC9 SUMO inh = blocks human SUMOylation mediated by UBC9; 0.36% of 290,000 active; HTRF SUMOylation assay, SAE1/SAE2 + UBC9, in vitro; inhibition, % at 35 µM; in the data active = inhibition above about 50%, passing the limit was not always enough; note: strong numbers were not always called active
Target sequence (P63279 whole entry, looked up): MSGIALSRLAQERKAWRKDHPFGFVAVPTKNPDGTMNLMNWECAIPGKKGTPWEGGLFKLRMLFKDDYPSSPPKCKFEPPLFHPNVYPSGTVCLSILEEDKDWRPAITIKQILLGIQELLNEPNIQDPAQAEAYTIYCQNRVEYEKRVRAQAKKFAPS
CRFR2-BP antag = CRF-BP/CRF-R2 complex antagonism; HEK293 CRF-R2/CRF-BP, CRF-induced calcium fluorescence; inhibition, % at 11.8 µM; 0.59% of 350,000 active;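 active = inhibition of the ligand-induced calcium signal above about 50% at the single tested concentration, limit read from the data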
Active calls of the source: *; . = no result given. Only part of the results is shown; count on the stated rates, not on these rows.

SMILES	MEKK2mut PB1 HTS	MEKK3 PB1 HTS	MEKK2 WT-MEK5	NS3 helicase inh	FID counter	CRFR2-BP ag	GalR3 antag	UBC9 SUMO inh	CRFR2-BP antag
COC(=O)c1ccc(CN2CCc3ccccc32)cc1	0.0	101.0	102.0	-8.0	-7.0	-0.3	-8.1	2.4	6.7
Cn1c(N)c(C(=O)Nc2ccccc2F)sc1=S	2.0	103.0	96.0	-1.6	-0.9	-4.9	-4.8	6.9	14.2
CNC(=O)c1nc(C)c(C2(C)CC(c3cccc([N+](=O)[O-])c3)=NO2)s1 (stereo not drawn)	3.0	96.0	94.0	.	.	-2.5	-1.9	6.4	0.9
CC1(C)CC2CC(C)(CN2C(=S)NC(=O)c2ccccc2Cl)C1 (stereo not drawn)	8.0	91.0	102.0	-0.8	-13.6	-1.7	2.5	7.6	4.3
Cc1ccc(Nc2nnc(SCC(=O)NCCN3C(=O)CSC3=O)s2)cc1C	-2.0	100.0	109.0	12.6	-25.9	-0.8	-4.7	7.8	2.7
CCOC(=O)c1cnc(-n2nc(C)cc2C)nc1NCc1ccc2c(c1)OCO2	2.0	111.0	102.0	2.2	-5.0	-0.7	-3.6	13.5	16.1
NS(=O)(=O)c1ccc(CCNC(=O)c2ccccc2[N+](=O)[O-])cc1	0.0	115.0	99.0	3.4	1.0	-2.4	1.2	5.9	9.9
O=C(Nc1ccc2c(c1)Cc1ccccc1-2)c1ccncc1	0.0	91.0	104.0	-6.6	-11.3	-3.5	-1.8	15.2	3.4
CCSc1nnc(NC(=O)CSc2nccn2-c2cc(C)cc(C)c2)s1	2.0	106.0	107.0	0.4	-11.4	-1.8	-1.6	18.6	11.5
O=C(NC(=O)c1c(F)cccc1F)Nc1ccccc1SC(F)F	0.0	100.0	97.0	-0.6	-8.3	-0.5	-5.3	3.1	-6.9
Cc1cc(C)c2nc(N3CCCC(C(=O)NC4CCCC4)C3)sc2c1 (stereo not drawn)	3.0	100.0	99.0	-1.3	-16.0	0.3	-7.3	15.0	7.7
O=C(CCN1CCCCC1)N=Nc1c(O)[nH]c2ccccc12	-7.0	107.0	100.0	10.7	-6.1	-1.0	0.4	-0.1	17.9
CCN(CC)C(=O)CSC1c2ccccc2C(=O)N1c1ccccc1 (stereo not drawn)	-1.0	97.0	95.0	14.9	-28.6	-4.6	.	-6.6	9.6
CCCCOC(=O)/C=C\C(=O)OCCCC	3.0	104.0	99.0	.	.	1.9	1.1	-18.2	7.7
CC(=O)c1ccc(NC(=O)CC(NCCC2=CCCCC2)C(=O)O)cc1 (stereo not drawn)	-1.0	105.0	103.0	5.0	1.6	0.7	-1.4	0.7	-20.5
CC(C)c1ccc(N2C(=O)C3C4C=CC(CC4)C3C2=O)cc1 (stereo not drawn)	6.0	102.0	105.0	1.5	-20.4	0.7	-8.7	-3.4	-1.4
O=C(c1ccc(Cl)cc1Cl)N1CCSCC1	-14.0	91.0	95.0	-4.2	-6.3	-1.6	-0.5	21.8	8.0
CS(=O)(=O)N(CC(=O)NCCSC1CCCCC1)c1ccc2c(c1)OCO2	3.0	96.0	98.0	-12.3	-21.5	1.5	1.2	-2.6	-4.8
CCCCc1c(C)c(C#N)c2nc3ccccc3n2c1Nc1c(C)n(C)n(-c2ccccc2)c1=O	2.0	102.0	103.0	6.7	-16.9	-2.3	-0.9	-7.6	-9.5
O=c1c2cn[nH]c2[nH]c(=S)n1-c1cccc(Cl)c1	-3.0	89.0	89.0	-4.7	-0.7	3.8	4.8	6.6	-25.5
O=C(NCc1ccccc1Cl)C1CCN(C(=O)c2ccco2)CC1	2.0	102.0	99.0	17.6	-15.9	5.9	.	-7.6	24.0
CCn1cc([N+](=O)[O-])c(C(=O)N2CCN(C(=O)c3ccco3)CC2)n1	-2.0	102.0	99.0	4.6	-4.7	3.2	8.1	19.5	-3.4
CC(=O)N/C(=C/c1ccc2c(c1)OCO2)C(=O)NCCO	-4.0	87.0	91.0	-12.1	-0.8	-0.4	-10.2	2.7	25.5
CC(C)(C)c1csc(Sc2ncccc2[N+](=O)[O-])n1	-2.0	99.0	100.0	-2.5	3.7	-4.3	-0.8	10.3	-17.3
Cc1[nH]c(=O)[nH]c(=O)c1/C=N/NC(=O)[C@@H](NC(=O)OC(C)(C)C)C(C)C	-3.0	84.0	94.0	1.5	-1.7	-2.7	-1.7	21.6	2.5
O=C(Nc1cccc(NC(=O)c2cccc(F)c2)c1)c1ccccc1	0.0	101.0	103.0	-8.2	-6.5	0.9	-8.8	11.4	8.3
CCN(c1ccccc1)S(=O)(=O)c1csc(C(N)=O)c1	1.0	99.0	100.0	-5.9	-5.6	1.4	-13.1	11.5	-0.8
CC(C)(C)n1nc2c(c1NC(=O)c1ccc(Br)o1)CS(=O)C2 (stereo not drawn)	3.0	107.0	106.0	2.7	3.1	-1.4	-1.6	-2.7	-1.0
COC(=O)c1sc(NC(=O)c2ccc(Cn3cc(Cl)cn3)o2)c(C#N)c1C	3.0	99.0	101.0	28.0	-5.3	-1.8	-1.1	19.2	12.8
CC(C)(C)C(=O)NC(=O)Nc1ccccc1C(F)(F)F	-5.0	96.0	97.0	-7.2	-8.5	1.1	-0.5	15.0	2.2
CCOC(=O)C1=C(C)OC(N)=C(C#N)C1c1cc(OC)c2c(c1)OCO2 (stereo not drawn)	-3.0	100.0	98.0	-3.0	-2.3	19.1	-1.5	-36.2	-23.4
O=C(COC(=O)CCS(=O)(=O)c1ccc(Cl)cc1)NCCc1ccc(Cl)cc1Cl	3.0	99.0	98.0	-0.4	-5.6	-1.5	-3.6	-3.5	7.5
Cc1ccc(NC(=O)c2cccs2)cc1[N+](=O)[O-]	3.0	105.0	91.0	-3.7	7.3	-3.9	-0.9	10.0	-8.6
CCC(=O)NCCc1nc2ccccc2n1Cc1ccc(C)cc1	-2.0	103.0	99.0	2.8	-15.0	0.0	-3.3	-0.6	7.2
CCC(=O)NC(Cc1ccccc1)c1nc2ccccc2[nH]1 (stereo not drawn)	3.0	106.0	112.0	3.0	-3.6	0.7	-6.0	-4.1	-5.0
COc1ccccc1CNc1ccccc1F	-13.0	99.0	86.0	2.5	4.0	0.7	-5.9	-9.4	23.9
Cc1cccc(C)c1OCC(=O)Nn1c(=O)[nH]c2ccccc2c1=O	2.0	102.0	100.0	-8.3	-6.0	-1.1	-1.5	-11.6	1.6
Cc1c(C)c2ccc(O[C@@H]3O[C@H](CO)[C@@H](O)[C@H](O)[C@H]3O)c(C)c2oc1=O	10.0	108.0	110.0	22.7	-2.0	1.2	-8.2	4.0	6.1
CCc1ccc(S(=O)(=O)Nc2ccc(Cl)cn2)cc1	6.0	107.0	110.0	4.8	-11.3	-3.0	-4.3	6.4	9.8
CC(C)(C)NC(=O)C(c1ccsc1)N(CCc1ccccc1)C(=O)Cn1nnc2ccccc21 (stereo not drawn)	4.0	106.0	102.0	3.9	-0.1	-0.3	-5.1	-8.4	-21.7
Cc1ccc2oc(=O)c3cc(C(=O)N4CCN(C(=O)c5ccco5)CC4)sc3c2c1	-1.0	102.0	94.0	2.2	-3.4	.	.	14.2	.
CC(C)c1ccc(NC2CCCN(C(=O)c3ccoc3)C2)cc1 (stereo not drawn)	12.0	106.0	102.0	-4.6	-16.0	-1.0	-7.9	-7.4	-18.6
O=C(OCC(=O)N1CCc2ccccc21)c1cccnc1Cl	10.0	99.0	102.0	3.3	-1.5	-3.1	.	19.1	14.3
Cc1cc(/C=N/NC(=O)c2cccc([N+](=O)[O-])c2)c(C)n1-c1ccc(Cl)cc1Cl	14.0	109.0	111.0	-6.3	-8.7	1.9	-4.1	20.7	1.2
O=c1c2ccsc2ncn1Cc1cccc(C(F)(F)F)c1	1.0	104.0	101.0	8.3	-2.1	0.7	0.0	-4.1	3.2
CCn1c(SCC(=O)Nc2cc(C)on2)nnc1-c1ccccc1	3.0	105.0	109.0	3.0	-9.9	2.4	-3.5	-4.8	-23.0
COc1ccc(-c2nc(CN(Cc3cnn(C)c3)C(C)C)c(C)o2)c(OC)c1	-5.0	100.0	98.0	4.5	11.8	-0.5	-1.4	11.3	3.7
CC1CN(c2snnc2C=C2C(=O)OC(C)(C)OC2=O)CC(C)O1 (stereo not drawn)	0.0	110.0	99.0	15.7	-19.8	-1.4	-6.3	-17.9	12.6
O=C(Nc1nncs1)c1ccccc1NS(=O)(=O)c1cccs1	1.0	103.0	105.0	19.2	-25.1	2.3	-1.8	33.3	22.9
CSC1=NCCN1C(=O)c1c(F)cccc1F	6.0	102.0	105.0	2.4	-0.5	0.5	-0.6	-6.2	1.9

Further results follow:
SMILES	MEKK2mut PB1 HTS	MEKK3 PB1 HTS	MEKK2 WT-MEK5	NS3 helicase inh	FID counter	CRFR2-BP ag	GalR3 antag	UBC9 SUMO inh	CRFR2-BP antag
CCC(C#CCN1CCOCC1)(CC)OCCC#N	3.0	102.0	102.0	1.4	-2.1	0.0	-2.8	24.6	18.9
O=C1OC(c2ccccc2)=N/C1=C\C=C\c1ccco1	-7.0	100.0	91.0	20.9	-14.9	-1.7	-4.3	15.1	-1.7
CCOC(=O)c1c(N)nn(C(=O)C(C)C)c1-c1ccc(OC)cc1	-4.0	97.0	91.0	-2.8	-9.2	0.6	-2.2	13.7	-36.1
Cc1onc(-c2ccccc2Cl)c1C(=O)Nc1cccc2cccnc12	0.0	97.0	94.0	1.6	-4.8	2.9	-3.2	-8.7	10.3
O=C(Nc1cnn(Cc2ccc(F)cc2)c1)c1cnn2c(C(F)F)cc(-c3ccccc3)nc12	5.0	100.0	101.0	-2.9	-3.0	-1.6	-4.5	-32.4	25.7
COc1ccc2[nH]cc(/C=C/c3cc[n+](C)cc3)c2c1	0.0	103.0	110.0	-18.7	2.7	7.5	-7.3	7.4	-1.5
CC(C)N(Cc1cnn(C)c1)C(=O)C1CCC(=O)N(CCc2cccc(F)c2)C1 (stereo not drawn)	-4.0	99.0	94.0	15.5	-30.7	2.2	0.5	-1.9	-18.7
COc1cc(CNC2CCCC2)cc(Cl)c1OCc1ccccc1F	20.0	112.0	133.0	-13.2	23.3	-2.8	-14.7	-3.6	-44.4
COc1cccc(/C=C2\SC(=S)N(CCCC(=O)N(CCO)c3ccccc3)C2=O)c1	6.0	103.0	108.0	-20.8	-47.7	1.8	0.9	-5.5	-24.1
COc1ccc(C(=O)c2ccc(OC)cc2O)c(O)c1	5.0	107.0	109.0	-9.4	-7.0	-0.9	-3.4	-13.7	10.0
CCOC(=O)[C@@H]1[C@H]2COc3ccc(Br)cc3[C@@H]2N2C(=O)N(c3ccccc3)C(=O)[C@]12C	-4.0	104.0	100.0	-14.0	-43.3	0.1	-4.8	-9.1	14.6
C=CCNCCCCOc1ccc(OCC)cc1	.	.	.	3.7	3.1	1.9	-4.4	10.6	2.0

Part of the list above, set out differently.
Compound | MEKK2mut PB1 HTS | MEKK3 PB1 HTS | MEKK2 WT-MEK5 | NS3 helicase inh | FID counter | CRFR2-BP ag | GalR3 antag | UBC9 SUMO inh | CRFR2-BP antag
CCN(c1ccccc1)S(=O)(=O)c1csc(C(N)=O)c1 | 1.0 | 99.0 | 100.0 | -5.9 | -5.6 | 1.4 | -13.1 | 11.5 | -0.8
CC(C)(C)n1nc2c(c1NC(=O)c1ccc(Br)o1)CS(=O)C2 (stereo not drawn) | 3.0 | 107.0 | 106.0 | 2.7 | 3.1 | -1.4 | -1.6 | -2.7 | -1.0

Assay outcomes from PubChem.
